Assay outcomes from PubChem.
XiGFP reactiv = X-chromosome reactivation activator | XiGFP mouse fibroblasts, % GFP-positive cells imaging, 3 d; cells co-treated with 5-aza-dC sensitizer; scaled so ellipticine positive control = 100% | activation, % at 7.58 µM | 0.055% of 360,000 active | AID 743238;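 active means mean normalized replicate activation at least 10% and every replicate at or above 10%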;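 further: 0% = median of on-plate neutral control wells and 100% = ellipticine 6 µM median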
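Assay system – SV40-immortalized XiGFP fibroblast cells, line 68-5-11 · Buffer or medium – DMEM supplemented with 5-aza-dC as sensitizing agent · Dosing – one concentration, pinned · Benchmarks – positive control ellipticine, 6 µM final · Times – 3 days compound exposure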
ERAP1 inh = inhibitors of human ERAP1 aminopeptidase; inhibition, % at 10.7 µM; 0.15% of 340,000 active; AID 652197; recombinant ERAP1, Leu-AMC fluorescence, 60 min; Q9NZ08;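 active means mean replicate inhibition of at least 30%, or all replicates individually reaching that 30% level; inactive means mean below 30% and not every replicate reaching it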;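 further: 0% = neutral control wells and 100% = L-leucinethiol positive control wells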
RAD52 inh = RAD52 (human) annealing inhibition; P43351; recombinant RAD52 DNA annealing, FRET fluorescence; inhibition, % at 18.7 µM; 0.46% of 360,000 active; AID 651710;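 active means every replicate showing at least 50% inhibition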
Target sequence (P43351 whole entry, looked up): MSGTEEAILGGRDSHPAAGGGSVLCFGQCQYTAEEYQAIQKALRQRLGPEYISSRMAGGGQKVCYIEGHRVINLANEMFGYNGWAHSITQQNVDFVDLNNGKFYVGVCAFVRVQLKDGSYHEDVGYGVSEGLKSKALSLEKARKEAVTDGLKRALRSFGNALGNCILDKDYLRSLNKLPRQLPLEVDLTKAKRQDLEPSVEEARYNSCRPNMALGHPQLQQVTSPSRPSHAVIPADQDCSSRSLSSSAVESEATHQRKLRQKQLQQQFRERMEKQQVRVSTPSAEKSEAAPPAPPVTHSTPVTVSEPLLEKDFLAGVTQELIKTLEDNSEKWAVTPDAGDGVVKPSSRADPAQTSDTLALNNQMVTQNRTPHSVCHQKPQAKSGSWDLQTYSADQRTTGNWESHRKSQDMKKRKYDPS
RAD54 inh = blocks human RAD54 Holliday junction branch migration | Q92698 | inhibition, % at 10.4 µM | FAM/BHQ fluorescence | 0.14% of 360,000 active;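 active means mean normalized replicate activity at least 40 and at least half of replicates scoring 40 or more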;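 further: 0% = median of neutral control wells and 100% = median of positive control wells; inhibitors cause a drop in the FAM fluorescence signal; in these data hits start at about 50%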
F508del corr = CFTR F508del correction in bronchial cells; CFBE cells, YFP halide quenching; stimulated with forskolin plus potentiator P3; % fluorescence drop versus neutral controls; activity (quench increase), % at 7.58 µM; 0.36% of 350,000 active;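 active means mean added fluorescence quench of at least 8% versus neutral control, with both replicates also reaching 8%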;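 further: cells transiently co-express mutant CFTR-F508del with the halide-sensitive YFP; corrector assay measuring rescue of mutant channel to the surface after 24 h compound exposure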
ARNT TACC3 PPI = disrupts binding between human ARNT and TACC3. Q9Y6A5. AlphaScreen His-ARNT PAS-B/GST-TACC3 binding, luminescence; TACC3 fragment carries E629A point mutation. inhibition, % at 9.99 µM. 0.66% of 390,000 active. AID 623870;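 active means mean inhibition of replicates at least 50% and at least half of replicates each reaching 50%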;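 further: 0% = complete ARNT plus TACC3 wells and 100% = ARNT alone without TACC3; many hits fall short of the cut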
GSIS activator = primary screen for activators of insulin secretion dependent on glucose, INS-1E cells, GLuc reporter luminescence; activation, % at 16.6 µM; INS-1E GLuc reporter insulin secretion, 2-3 h; 0.61% of 370,000 active;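 active means lowest replicate activation of at least 40%, so every replicate reaches that level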;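 further: 0% = median of neutral control wells and 100% = median of IBMX positive control wells; some compounds called inactive have numbers as strong as hits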
esBAF inh = SWI/SNF esBAF complex inhibition; mouse ES cells, Bmi1-luciferase knock-in reporter, 24 h; 100% = twice the neutral-well signal; reporter increase, % at 12.5 µM; 2% of 350,000 active; in the data active means activation above about 40%;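 further: 0% = median of the plate's neutral control wells and 100% = double that signal; a rise in the Bmi1 reporter signal indicates esBAF inhibition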
Active calls of the source: *; i = inactive; . = no result given; & = joins results of further samples.

SMILES | XiGFP reactiv | ERAP1 inh | RAD52 inh | RAD54 inh | F508del corr | ARNT TACC3 PPI | GSIS activator | esBAF inh
C[C@@H]1CCCCO[C@H](CN(C)Cc2ccc3c(c2)OCO3)[C@H](C)CN([C@@H](C)CO)C(=O)c2cc(NC(=O)Nc3cccc4ccccc34)ccc2O1 | 0.1 | . | . | 3 | 0.1 | 8 | -14 | -3
CCCC(=O)Nc1ccc2c(c1)OC[C@@H](C)N(C(=O)C1CCCC1)C[C@@H](C)[C@H](OC)CN(C)C2=O | 0.1 | -1 | 2 | -3 | -4.9 | -2 | -1 | 3
O=S(=O)([N-]c1nc2ccccc2nc1-n1cc[n+](Cc2ccccc2)c1)c1ccc(Br)cc1 | 0.2 | -5 | -3 | 4 | 0.4 | . | 16 | .
Cc1cc(C)c2nc(-c3ccccn3)cc(C(=O)NCc3cc(C)n(C)n3)c2c1 | 0.1 | -2 | -23 | 3 | 1.4 | 0 | 8 | 0
COc1cc(OC)c(OC)cc1CN1CCN(c2ccc(F)cc2)CC1 | 0.0 | . | -18 | 0 | 0.6 | -6 | 7 | -6
O=C(c1ccc2c(c1)OCO2)N1CC(=O)N2[C@H](CO)[C@H](c3ccc(C#CCC4CCCC4)cc3)[C@@H]2C1 | 0.4 | -4 | 1 | . | 1.3 | . | -16 | .
CCCN1[C@@H]2c3ccc(-c4ccc(F)cc4)c(=O)n3C[C@@H]2[C@@H](CO)[C@@H]1C(=O)N[C@@H](C)c1ccccc1 | -0.1 | 0 | 0 | -1 | -0.4 | 26 | -20 | 3
COC(=O)CCC(=O)NC(=S)Nc1ccccc1F | -0.4 | . | -11 | -14 | -1.5 | -3 | -2 | 20
CC1(C(=O)Nc2cccc(Oc3ccccc3)c2)Cc2c(-c3ccc4c(c3)OCO4)ccnc2O1 (configuration not stated) | -0.1 | -3 | -5 | 7 | 1.3 | . | 6 | -11
COCCNC(=O)C[C@H]1CC[C@H]2[C@@H](COc3ccc(NC(=O)COC)cc3C(=O)N2C)O1 | 0.6 | -1 | -5 | 1 | 0.3 | -13 | 1 | 0
O=C1CCc2cc(NS(=O)(=O)c3ccc(Cl)cc3)cc3c2N1CC3 | 0.0 | -3 | -2 | . | 3.1 | 31 | -1 | .
Cc1ccsc1S(=O)(=O)N1CCCC(CCC(=O)NCc2ccccc2F)C1 (configuration not stated) | 0.0 | 0 | -9 | . | -2.3 | 0 | -4 | .
C[C@H](O)C#Cc1cnc2c(c1)C(=O)N([C@H](C)CO)C[C@H](C)[C@@H](CN(C)C(=O)Nc1ccc(C(F)(F)F)cc1)O2 | -0.1 | 1 | -1 | 8 | -1.9 | -4 | -11 | 11
CC(C)c1ccc(Nc2nnns2)cc1 | 0.0 | 0 | 1 | . | 0.3 | -3 | . | .
CN1[C@H](C(=O)Nc2nccs2)[C@@H](CO)[C@@H]2Cn3c(ccc(-c4ccccc4F)c3=O)[C@@H]21 | 0.0 | 0 | -11 | -4 | . | -1 | 2 | 3
COc1ccc(CN2CC(=O)N(c3cc(Cl)ccc3C)C2=S)cc1OC | -0.1 | 3 | 5 | -11 | -1.6 | -7 | 4 | -2
O=C(c1ccco1)N1CCN(S(=O)(=O)c2c(Cl)cccc2Cl)CC1 | 0.0 | -2 | 6 | 1 | 1.0 | -11 | 1 | 0
CC1CCCC(NC(=O)COC(=O)[C@@H](NC(=O)c2ccccc2Cl)C(C)C)C1C (some centres not stated) | -0.1 | 3 | 4 | -4 | 4.5 | 2 | -13 | 4
Cc1ccc(Nc2ccncc2S(N)(=O)=O)cc1 | 0.2 | . | -7 | -2 | 2.7 | . | 13 | .
O=C(Nc1ccc2c(c1)OCO2)c1n[nH]c(=O)c2ccccc12 | 0.2 | -1 | -23 | 6 | -1.4 | 5 | 9 | .

An excerpt of these results, with values under each structure.
Values run as follows: XiGFP reactiv | ERAP1 inh | RAD52 inh | RAD54 inh | F508del corr | ARNT TACC3 PPI | GSIS activator | esBAF inh
> CC(C)c1ccc(Nc2nnns2)cc1
 : 0.0 | 0 | 1 | . | 0.3 | -3 | . | .
> Cc1ccc(Nc2ccncc2S(N)(=O)=O)cc1
 : 0.2 | . | -7 | -2 | 2.7 | . | 13 | .

Remaining list, next part.
SMILES | XiGFP reactiv | ERAP1 inh | RAD52 inh | RAD54 inh | F508del corr | ARNT TACC3 PPI | GSIS activator | esBAF inh
O=C(NCc1ccco1)C1Cc2c(-c3cccc(F)c3)ccnc2O1 (configuration not stated) | 1.3 | 2 | -8 | -4 | 5.4 | . | -3 | -9
C[C@@H]1CN([C@H](C)CO)C(=O)c2cccc(NC(=O)C3CCOCC3)c2O[C@@H]1CN(C)C(=O)Nc1ccc(C(F)(F)F)cc1 | -1.2 | 8 | -7 | 11 | -3.4 | -3 | -1 | 5
CCOc1ccc(NC(=O)c2ccc3c(c2)N(C)CCS3)cc1 | 0.1 | -1 | -25 | 1 | 0.7 | . | . | 72*
Cc1cc(NC(=O)c2ccccc2)cc(NC(=O)c2ccccc2)c1C | 0.0 | -1 | -20 | 5 | 1.4 | -1 | 28 | -6
Cc1ccc2[nH]c(=O)c(CC=C(Cl)Cl)c(C)c2c1 | 0.0 | . | . | -8 | . | . | 24 | 6
C[C@@H]1CN([C@@H](C)CO)C(=O)Cc2cc(NC(=O)Nc3ccc4c(c3)OCO4)ccc2O[C@@H]1CN(C)C(=O)Nc1ccccc1 | -0.9 | . | . | 4 | 1.2 | 6 | 16 | 0
COc1ccc(C)cc1NC(=O)C(NCC(O)c1ccccc1)c1ccccc1 (configuration not stated) | 0.2 | 1 | -1 | 0 | -1.9 | 0 | . | 0
NNc1nnc2c3cc(F)ccc3n(CCc3ccccc3)c2n1 | 0.1 | 1 | 12 | . | -0.7 | -5 | 3 | .
NC(=O)CC(NC(=O)c1ccccc1)c1ccc(NC2CCCC2)c([N+](=O)[O-])c1 (configuration not stated) | 0.2 | -3 | -8 | 7 | 5.5 | . | 14 | 1
O=C(CN1CCN(C(=O)CN2C(=O)NC3(CCCC3)C2=O)CC1)Nc1cccc(F)c1 | 0.0 | -1 | -12 | -16 | -1.4 | 3 | 11 | 8

10 successive records already listed, for reference:
SMILES | XiGFP reactiv | ERAP1 inh | RAD52 inh | RAD54 inh | F508del corr | ARNT TACC3 PPI | GSIS activator | esBAF inh
CC1CCCC(NC(=O)COC(=O)[C@@H](NC(=O)c2ccccc2Cl)C(C)C)C1C (some centres not stated) | -0.1 | 3 | 4 | -4 | 4.5 | 2 | -13 | 4
Cc1ccc(Nc2ccncc2S(N)(=O)=O)cc1 | 0.2 | . | -7 | -2 | 2.7 | . | 13 | .
O=C(Nc1ccc2c(c1)OCO2)c1n[nH]c(=O)c2ccccc12 | 0.2 | -1 | -23 | 6 | -1.4 | 5 | 9 | .
O=C(NCc1ccco1)C1Cc2c(-c3cccc(F)c3)ccnc2O1 (configuration not stated) | 1.3 | 2 | -8 | -4 | 5.4 | . | -3 | -9
C[C@@H]1CN([C@H](C)CO)C(=O)c2cccc(NC(=O)C3CCOCC3)c2O[C@@H]1CN(C)C(=O)Nc1ccc(C(F)(F)F)cc1 | -1.2 | 8 | -7 | 11 | -3.4 | -3 | -1 | 5
CCOc1ccc(NC(=O)c2ccc3c(c2)N(C)CCS3)cc1 | 0.1 | -1 | -25 | 1 | 0.7 | . | . | 72*
Cc1cc(NC(=O)c2ccccc2)cc(NC(=O)c2ccccc2)c1C | 0.0 | -1 | -20 | 5 | 1.4 | -1 | 28 | -6
Cc1ccc2[nH]c(=O)c(CC=C(Cl)Cl)c(C)c2c1 | 0.0 | . | . | -8 | . | . | 24 | 6
C[C@@H]1CN([C@@H](C)CO)C(=O)Cc2cc(NC(=O)Nc3ccc4c(c3)OCO4)ccc2O[C@@H]1CN(C)C(=O)Nc1ccccc1 | -0.9 | . | . | 4 | 1.2 | 6 | 16 | 0
COc1ccc(C)cc1NC(=O)C(NCC(O)c1ccccc1)c1ccccc1 (configuration not stated) | 0.2 | 1 | -1 | 0 | -1.9 | 0 | . | 0

Next section
SMILES | XiGFP reactiv | ERAP1 inh | RAD52 inh | RAD54 inh | F508del corr | ARNT TACC3 PPI | GSIS activator | esBAF inh
O=C(NCCNC(=O)Nc1ccc(Cl)cc1)Nc1ccc(Cl)cc1 | 0.1 | -3 | -4 | . | -0.5 | -5 | 7 | .
COc1cc(/C=C/C(=O)OCC(=O)Nc2ccccc2Sc2ccc(Cl)cc2)ccc1O | 0.0 | -1 | -10 | 3 | . | 2 | 9 | -5
NC(=O)C1CCN(C(=O)CSc2ncccn2)CC1 | -0.1 | 4 | -1 | -8 | 1.1 | -5 | -7 | 1
CO[C@H](CN(C)C(=O)C1CCOCC1)[C@@H](C)CN(C(=O)Nc1ccc(F)cc1)[C@H](C)CO | 0.0 | 0 | -1 | -2 | 0.4 | 4 | 6 | 7
Cn1c(=O)c2[nH]c(CCC3CCCC3)nc2n(C)c1=O | 0.4 | 1 | 2 | . | 1.0 | -5 | -12 | .
COCCNC(=O)C1C(=O)Nc2ccccc2C(=O)N1c1ccc2c(c1)OCCO2 (configuration not stated) | 0.3 | . | 0 | . | -1.8 | . | -2 | .
COCCNC(=O)c1cccc(OC2CCN(Cc3ccc(F)c(OC)c3)CC2)c1 | 0.4 | -3 | -24 | 9 | 2.8 | -4 | -4 | 4
CN(C)c1ccc(C=Cc2nccc3ccccc23)cc1 | 0.6 | 4 | i | -29 | 1.5 | . | -24 | 70*
CC(C)CC#Cc1cnc2c(c1)C(=O)N([C@H](C)CO)C[C@H](C)[C@@H](CN(C)C(=O)Nc1cccc(F)c1)O2 | -0.3 | -1 | 0 | -1 | 2.1 | 6 | -21 | 2
CN1C(=O)c2cc(NC(=O)c3cccc(F)c3)ccc2OC[C@H]2O[C@@H](CC(=O)NCc3ccccc3Cl)CC[C@H]21 | 0.0 | -2 | -6 | -1 | 0.0 | 6 | -10 | -5
C[C@H]1CN([C@@H](C)CO)C(=O)Cc2cc(NS(=O)(=O)c3ccccc3)ccc2O[C@H]1CN(C)S(=O)(=O)c1cccs1 | 0.2 | 2 | -6 | 1 | -0.9 | -3 | -1 | 4
COc1ccc(NC(=O)N[C@H]2C=C[C@@H](CC(=O)NC3CCC3)O[C@@H]2CO)cc1 | 0.1&0.3 | 0&0 | -12&1 | -6 | 0.2&3.9 | -7 | 16 | 4
Cc1onc(-c2ccccc2Cl)c1C(=O)OCC(=O)N1CCCCC1 | 0.0 | 2 | -19 | -4 | -4.8 | 5 | -4 | 3
COCCOc1cc(NC(=O)c2ccccc2)c(Cl)cc1Cl | 0.0 | 4 | -10 | . | 1.5 | -32 | -7 | .
COc1ccccc1CNC(=O)C[C@H]1C[C@@H]2c3cc(NC(=O)c4cccnc4)ccc3O[C@@H]2[C@@H](CO)O1 | 0.0 | 4 | 4 | 0 | 2.2 | 4 | 17 | -1
O=C1c2cccnc2C(=O)N1Cc1ccc(S(=O)(=O)NCc2ccco2)s1 | 0.0 | 2 | -14 | -7 | -0.8 | 57* | -8 | -3
COCCCNc1nc2ccccc2nc1NS(=O)(=O)c1ccccc1 | 0.0 | -2 | -18 | . | -4.0 | 2 | 0 | .
C=CCNC(=O)CC12CC3CC(C1)CC(CC(=O)NCC=C)(C3)C2 | -1.2 | 3 | -6 | -4 | 1.2 | 0 | -3 | -3
CCc1nnc(NC(=O)CC(CN(C)S(=O)(=O)c2ccccc2)c2ccccc2)s1 (configuration not stated) | 0.4 | -2 | -16 | -1 | -1.2 | 0 | . | 3
O=C(C[C@H]1C[C@H]2c3cc(NC(=O)Cc4ccncc4)ccc3O[C@H]2[C@@H](CO)O1)NCc1ccccn1 | 0.0 | 1 | -9 | 0 | -1.6 | 1 | -13 | -15
CCCc1cc(=O)[nH]c(SCC(=O)NCC2COc3ccccc3O2)n1 (configuration not stated) | 0.0 | -5 | -7 | 6 | -1.8 | -3 | -13 | -2
COC(=O)CCc1c(C)c(C(=O)c2cc(OC)c(OC)c(OC)c2)c2ccccn12 | 0.2 | -1 | -26 | -3 | 5.0 | 15 | 32 | 11
